# dFosB act – mouse delta FosB homodimer activation. P13346. purified delta FosB, TAMRA-CDK5 oligo fluorescence polarization; percent of positive-control signal above neutral wells. activation, % at 25 µM. hit rate 0.99% among 340,000;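 active = mean activation above about 17%, with every replicate also reaching it, limit read from the data, passing the limit was not always enough; inconclusive = only one of the two conditions met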;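 also: fluorescence polarization rise as delta FosB binds a TAMRA Cdk5 AP-1 oligo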
# Target sequence (P13346 whole entry, looked up): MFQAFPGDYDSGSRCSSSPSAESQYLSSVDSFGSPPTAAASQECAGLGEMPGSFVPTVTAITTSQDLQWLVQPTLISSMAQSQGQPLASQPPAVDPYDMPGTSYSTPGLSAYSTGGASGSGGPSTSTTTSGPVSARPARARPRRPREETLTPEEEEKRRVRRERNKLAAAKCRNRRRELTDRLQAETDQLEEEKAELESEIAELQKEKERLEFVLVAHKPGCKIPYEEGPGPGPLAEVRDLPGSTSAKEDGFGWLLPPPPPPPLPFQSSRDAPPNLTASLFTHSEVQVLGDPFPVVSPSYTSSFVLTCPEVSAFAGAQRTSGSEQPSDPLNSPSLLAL
# Wnt act – Wnt/beta-catenin pathway activation; Wnt/beta-catenin reporter cell assay, activator, plate reader; activation, % at 9.35 µM; hit rate 1.2% among 300,000; AID 743398; in the data active = activation above about 30%, passing the limit was not always enough; inconclusive = no clear call, values can overlap the other calls;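 also: 0% = neutral control wells and 100% = positive control wells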
# SR-BI DiI-HDL act – enhances SR-BI lipid uptake from DiI-HDL | hit rate 0.096% among 320,000 | activation, % at 12.5 µM | AID 504775 | CHO ldlA[mSR-BI] cells, DiI-HDL uptake fluorescence, 3 h; 100 = double the neutral-control signal;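 active = mean replicate activation of at least 60% and every replicate at or above 60%; inconclusive = mean or all-replicate condition met, but not both; inactive = mean below 60% and not all replicates reaching 60%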;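 also: 0% = median plate neutral-control signal and 100% = twice that signal; values of inactives mirror those of a sister screen read the other way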
#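 Material: SR-BI-overexpressing, LDLR-lacking CHO cells; schedule: compound exposure 3 h, 37 °C; reagent: DiI-labelled HDL at 10 µg/mL final; technique: bottom-read fluorescence, 550/595 nm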
# PvdQ inh – P. aeruginosa PvdQ acylase inhibition; purified PvdQ acylase, fluorescence plate reader; inhibition, % at 10 µM; hit rate 0.063% among 340,000; in the data active = inhibition above about 30%, passing the limit was not always enough; inconclusive = no clear call, values can overlap the other calls;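 also: 0% = vehicle neutral wells and 100% = reference inhibitor wells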
# CDK5 inh – blocks human CDK5/p35 kinase activity; Q00535+Q15078; Recombinant CDK5/p35, ADP-Glo luminescence, 60 min; inhibition, % at 10 µM; hit rate 0.01% among 330,000;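 active = highest replicate inhibition of at least 50% and at least 75% of replicates reaching 50%; inconclusive = only one of the two criteria met; inactive = both criteria failed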;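 also: plate controls were DMSO neutral control for no effect and GW8510 at 10 µM for full effect; many of its hits are not listed in these tables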
# MITF act – MITF TRPM1 promoter activation in melanoma cells; SK-MEL-5 TRPM1-promoter luciferase, 24 h; % of positive control, neutral wells = 0; activation, % at 12.5 µM; hit rate 0.75% among 300,000;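 active = mean activation of at least 80% with every replicate also reaching 80%; inconclusive = mean reaches 80% but some replicate falls short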;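 also: 0% = neutral control wells and 100% = parthenolide positive control wells; values of inactives mirror those of a sister screen read the other way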
# HTR5A ag ctr – activates human HTR5A in OPRM1-OPRD1 agonist counter-screen; P47898; HTR5A agonist assay, luminescence, cell-based; activation, % at 9.3 µM; hit rate 0.61% among 340,000; AID 504692; in the data active = activation mostly above about 9.5%, no sharp cut-off; inactive = mostly below about 7.6%;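 also: 0% = cells with vehicle only and 100% = reference agonist; strong numbers were not always called active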
# SR-BI DiI inh – mouse SR-BI HDL lipid transfer inhibition | Q61009 | ldlA[mSR-BI] CHO cells, DiI-HDL uptake fluorescence, 3 h | inhibition, % at 12.5 µM | hit rate 0.96% among 320,000;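 active = mean replicate inhibition of at least 70% and a set share of replicates each scoring 70 or more; inconclusive = meets just one of the two criteria; inactive = fails both criteria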;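 also: 0% = median of neutral control wells and 100% = median of positive control wells; values of inactives mirror those of a sister screen read the other way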
# Target sequence (Q61009 whole entry, looked up): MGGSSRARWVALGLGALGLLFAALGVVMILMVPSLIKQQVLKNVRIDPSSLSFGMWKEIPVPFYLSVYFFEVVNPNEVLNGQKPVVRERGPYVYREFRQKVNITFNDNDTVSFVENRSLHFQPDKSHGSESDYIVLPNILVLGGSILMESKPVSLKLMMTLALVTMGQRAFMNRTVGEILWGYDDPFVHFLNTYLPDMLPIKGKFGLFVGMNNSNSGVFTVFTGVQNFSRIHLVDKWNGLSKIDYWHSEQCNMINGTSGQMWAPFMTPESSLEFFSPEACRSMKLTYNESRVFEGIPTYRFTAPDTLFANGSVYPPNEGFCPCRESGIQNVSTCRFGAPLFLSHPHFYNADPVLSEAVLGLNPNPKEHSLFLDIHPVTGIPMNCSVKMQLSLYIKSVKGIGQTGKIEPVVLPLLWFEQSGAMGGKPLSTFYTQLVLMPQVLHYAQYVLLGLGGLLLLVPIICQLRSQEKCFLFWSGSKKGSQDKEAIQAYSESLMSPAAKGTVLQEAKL
# RTF Ca sens act – cardiac RTF calcium sensitization; IANBD-labeled TnC RTF fluorescence at EC20 calcium; 0% EC20 calcium, 100% full calcium; P19429+P45379; hit rate 0.24% among 340,000; activation, % at 7.2 µM;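 active = activation above the mean over all tested compounds plus 3 SD, cut at about 30% in these data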;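 also: rise in fluorescence read as greater calcium sensitivity of cardiac thin filaments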
# Rtt109 Vps75 – blocks Candida albicans Rtt109/Vps75 acetyltransferase activity | hit rate 0.16% among 330,000 | AID 540336 | purified Rtt109/Vps75, ThioGlo CoA-SH fluorescence, 4 h | Q5AAJ8 | inhibition, % at 34.9 µM;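 active = inhibition of at least 50% in every replicate; inconclusive = best replicate reaches 50% inhibition but some replicates fall short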
# * = called active by the depositor; ? = inconclusive; . = no result given.
SMILES,dFosB act,Wnt act,SR-BI DiI-HDL act,PvdQ inh,CDK5 inh,MITF act,HTR5A ag ctr,SR-BI DiI inh,RTF Ca sens act,Rtt109 Vps75
O=C(CCc1nc(-c2ccccc2)no1)NCc1ccco1,-7,-2,.,-8,-0.1,-9,-1,.,-4,-3
COc1ccc2[nH]c3c(c2c1)CCN1C(=O)C(CC(=O)NCCc2ccccn2)C[C@H](C(=O)N(C(C)C)C(C)C)[C@@]31C (some centres not stated),-6,-4,17,-7,-0.4,-11,-2,-17,-7,-2
CN(c1cccc(NC(=O)c2ccc(C(C)(C)C)cc2)c1)S(C)(=O)=O,-6,0,-41,2,0.1,37,3,41,-2,1
CCn1c(C(=O)N2CCC(Cc3ccccc3)CC2)cc2sccc21,-9,.,-11,0,1.2,1,2,11,-1,-3
CCOC(=O)c1c(C)nc2c(c1-c1cc(OC)c(OC)c(OC)c1)C(=O)c1ccccc1-2,-4,.,9,-14,-3.5,5,-7,-9,-1,1
Cc1sc2ncn(CC(=O)N3CCN(c4ccccn4)CC3)c(=O)c2c1S(=O)(=O)N1CCCCC1,-14,0,-15,-3,-0.3,-8,3,15,0,1
COc1ccc(S(=O)(=O)N2CCCC2C(=O)Nn2cnnc2)cc1 (configuration not stated),2,-1,19,-13,-1.9,.,-2,-19,5,-5
O=C(CCNS(=O)(=O)c1c(Cl)cccc1Cl)OCC(=O)c1ccccc1F,-2,.,10,3,1.6,13,-1,-10,1,1
CC(=O)Nc1ccc2c(c1)CCC2=O,3,4,15,-9,-0.5,9,3,-15,4,15
COc1ccccc1CNC(=O)[C@H](NC(=O)C1CCN(C(=O)[C@@H](N)CCSC)CC1)C(C)C,0,-1,-1,19,2.0,6,3,1,-3,13
N#Cc1c(-c2ccco2)cc(-c2ccc(F)cc2)nc1N,-46,.,-34,-11,-0.3,-24,0,34,3,-9
CCOc1ccc(NCc2cccn2-c2nnc(N3CCC(C(=O)NCCCN4CC(C)CC(C)C4)CC3)s2)cc1 (configuration not stated),-5,2,-15,-17,-4.4,-90,-2,15,4,6
CCOC(=O)c1ccc(N=Cc2c(O)c3ccccc3oc2=O)cc1,-1,0,7,-6,-2.2,0,0,-7,5,.
CCc1nc2ccccc2c(C(=O)OC2CCCCC2=O)c1C (configuration not stated),-2,-1,-21,-5,-0.2,-7,-1,21,-6,8
Cc1cccc(N(CC(=O)NC2CCCC2)C(=O)CCC(=O)Nc2nc(C)cs2)c1,-15,4,.,-11,1.9,-4,0,.,4,4
O=C(CC(n1cncn1)C(Cl)(Cl)Cl)c1ccc([N+](=O)[O-])cc1 (configuration not stated),-9,4,20,-7,1.4,-17,0,-20,-3,0
CCc1ccc(/C=C(\C)C(=O)c2c(C)cc(C)[nH]c2=O)cc1,-4,-3,6,-8,-0.8,11,0,-6,-6,.
CCOc1ccc(Oc2c(/C=N/NC(=O)C3CC3)c(C)nn2-c2ccccc2)cc1,-11,0,-47,-6,-0.1,-7,-1,47,9,-3
Cc1ccc(C(=O)NCCc2nnc(SCC(=O)Nc3nc(-c4ccccc4)cs3)n2C)cc1,10,.,-45,-11,-1.6,.,6,45,-2,-11
O=C(CN1C(=O)NC2(CCCCCC2)C1=O)N1CCN(S(=O)(=O)c2ccccc2)CC1,-12,-1,21,14,0.6,1,-3,-21,6,.
COc1ccc(NC(=O)CCNC(=O)C2CCN(S(=O)(=O)c3ccc(OC)cc3)CC2)cc1,-5,0,-7,-11,0.8,4,-5,7,-4,-5
CCOC(=O)N1CCN(c2nc3ccccc3nc2C(C#N)C(=O)NCCc2ccccc2)CC1 (configuration not stated),6,.,7,3,-2.0,9,-8,-7,0,-3
N#Cc1cc2c(nc1SCC(=O)N1CCCCC1)CCCCC2,-6,-5,-65,-12,-1.0,22,-1,65,4,7
NC(=O)C1CCN(C(=O)Cc2ccsc2)CC1,-4,1,7,-9,-1.1,15,-3,-7,-2,-4
O=S(=O)(NCc1ccc(Cl)cc1)c1cnc[nH]1,-2,-1,13,-6,-0.7,6,-1,-13,4,-9
SMILES,dFosB act,Wnt act,SR-BI DiI-HDL act,PvdQ inh,CDK5 inh,MITF act,HTR5A ag ctr,SR-BI DiI inh,RTF Ca sens act,Rtt109 Vps75
CCOC1CCCCC1NS(=O)(=O)c1ccc(Cl)cc1 (configuration not stated),-1,-2,21,8,0.5,-2,-2,-21,4,.
O=C(NCc1ccc2c(c1)OCO2)Nc1ccc(F)cc1,12,9,5,-10,-2.4,27,0,-5,-3,-6
COc1ccc(NC(=O)N(C)C[C@H]2Oc3ccc(NC(=O)C4CC4)cc3CC(=O)N([C@@H](C)CO)C[C@@H]2C)cc1,-1,0,4,-4,-1.3,-3,3,-4,0,-5
Cc1cccc(N2CCN(C(=O)NC3CCCCC3)CC2)c1C,4,1,-40,-5,0.8,15,2,40,-7,-1
O=C(O)c1ccccc1N/N=C/c1cc(Br)cc(Br)c1O,-10,?,1,7,-1.8,?,12,-1,1,.
Cc1ccc(CN(C)CC(=O)Nc2ccc3c(c2)CCC3)cc1,-6,-5,31,-9,-3.5,4,1,-31,2,24
COc1ccc(CN2CCN(Cc3cccc(Oc4ccccc4)c3)CC2)c(OC)c1OC,-3,0,-8,-8,2.1,.,3,8,2,-3
CC(C)C(C)NC(=O)COC(=O)/C=C/c1ccc(S(=O)(=O)N2CCc3ccccc32)cc1 (configuration not stated),-5,0,-21,10,0.8,0,4,21,-5,4
COc1cc(C2=CCN(C(C)=O)CC2)ccc1OC(C)=O,0,-14,6,-16,1.7,2,-1,-6,10,-6
COCCn1c(SCC(=O)NNC(=O)c2ccccc2)nc2ccccc2c1=O,0,-1,33,3,0.4,7,-5,-33,5,-7
CCOc1cc(N2CCOCC2)c(OCC)cc1NC(=O)c1c(-c2ccccc2)noc1C,-6,-2,-10,8,-0.7,-13,3,10,3,8
COCC(=O)Nc1nc2ccccc2s1,-2,19,29,-7,1.0,18,-2,-29,9,-2
COc1cc(C(=S)N2CCCC2)cc(OC)c1OS(=O)(=O)c1ccc(NC(C)=O)cc1,-10,2,-5,7,5.4,-4,3,5,-2,.
Cc1nc2ccccc2c(=O)n1/N=C/c1ccc(O)cc1,-11,-4,0,0,-0.6,3,-1,0,-2,-10
CCOc1cc(N2CCOCC2)c(OCC)cc1NC(=O)C(NC(=O)c1c(F)cccc1F)C(C)C (configuration not stated),-14,0,-8,-9,0.7,.,6,8,-3,0
CC(=O)Nc1ccc(Sc2ncccc2C(=O)Nc2ccc(F)cc2)cn1,-1,0,-6,-11,0.2,-10,-6,6,-5,2
CS(=O)(=O)NCc1nnc(SCc2ccc(C(F)(F)F)cc2)o1,7,-1,8,-9,-0.7,3,1,-8,-5,-4
Cc1cc(C(=O)COC(=O)c2ccc(O)cc2O)c(C)n1C(C)C,-4,53*,-39,-8,-1.3,85*,-2,39,-2,0
CCN(CC(=O)Nc1ccc(NC(C)=O)cc1)C(=O)c1oc2c(ccc3ccccc32)c1C,-24,-5,-41,10,0.1,-25,2,41,-5,-9
CC(=O)Nc1sc(N/N=C\c2ccc(O)cc2)nc1-c1cccs1,-7,10,.,4,1.1,34,-5,.,-3,13
O=C(c1ccccc1)N1CCN(C2CC(=O)N(CCc3ccccc3)C2=O)CC1 (configuration not stated),-8,-6,11,9,8.7,1,12,-11,7,0
O=C(O)Cc1csc(-c2cccc(F)c2)n1,5,0,11,-6,1.5,2,3,-11,-1,-4
Cc1cccc(OCCSc2nncn2C)c1,6,3,-2,-16,-0.4,7,-4,2,3,14
CC(C)n1c(C(O)c2ccc3c(c2)OCO3)nc2ccccc21 (configuration not stated),-10,.,9,-7,-3.6,-9,-3,-9,7,5
CCC(C)N(C(=O)Cn1nnc2ccccc21)C(C(=O)Nc1ccc(F)cc1)c1cccc(OC)c1 (configuration not stated),-16,3,16,-7,-0.5,4,0,-16,-1,-4

# Only SR-BI DiI inh, SR-BI DiI-HDL act and MITF act (two entries from above):
SMILES	SR-BI DiI inh	SR-BI DiI-HDL act	MITF act
COc1ccc(NC(=O)N(C)C[C@H]2Oc3ccc(NC(=O)C4CC4)cc3CC(=O)N([C@@H](C)CO)C[C@@H]2C)cc1	-4	4	-3
Cc1cccc(N2CCN(C(=O)NC3CCCCC3)CC2)c1C	40	-40	15

# Next section
SMILES,dFosB act,Wnt act,SR-BI DiI-HDL act,PvdQ inh,CDK5 inh,MITF act,HTR5A ag ctr,SR-BI DiI inh,RTF Ca sens act,Rtt109 Vps75
CCC(=O)N1C(C(=O)NCc2ccc(OC)cc2)CSC1c1ccc(OC)cc1 (configuration not stated),-9,-4,-6,-19,-0.4,-1,-1,6,6,-5
CCN(CC)CC#CCOC(c1ccccc1)c1ccccc1,2,-4,10,-9,0.7,7,2,-10,3,4
CCSc1nc2ccc(OC)cc2cc1C#N,5,.,-27,0,1.1,77,1,27,-6,2
Cc1ccc(S(=O)(=O)N2CCOCC2)cc1C(=O)NC1CCCCC1,-3,3,23,1,-1.9,5,3,-23,0,16
CC(C)Cn1c(N)c(C(=O)COC(=O)/C=C/c2ccccc2)c(=O)n(C)c1=O,-3,-1,-23,5,0.5,-12,-3,23,-4,12
Cc1cc(C)nc(N2CCCC(C(=O)Nc3ccc4nc(C)c(C)nc4c3)C2)n1 (configuration not stated),-16,.,-26,6,-0.1,0,8,26,2,7
Cc1cc(C)cc(C(=O)N2CCCCC2)c1,1,-2,-1,-3,-1.2,0,-1,1,-3,-2
COc1ccc(NC(=O)CN(C)CC(=O)Nc2ccc(C)c(S(=O)(=O)N3CCCCC3)c2)cc1,-22,-4,-32,-16,-2.6,-15,8,32,0,-5
CCN1CCN(C(=O)Nc2cccc3ccccc23)CC1,5,9,8,-13,1.5,.,0,-8,11,-14
Clc1ccc(-c2nc(NCCN3CCOCC3)c3ccccc3n2)cc1,-32,.,-35,-6,-1.5,9,0,35,0,3
CSCC(=O)N1CCC(n2nccc2NC(=O)CCc2ccccc2)CC1,2,0,3,-8,-3.0,13,7,-3,1,-2
Cn1c(N)c(C(=O)CSc2nnc(-c3c[nH]c4ccccc34)n2C2CC2)c(=O)[nH]c1=O,3,-2,-5,-10,-0.9,-4,0,5,-4,0
CC(=O)c1c(C)[nH]c(C(=O)CSc2nc3ccccc3c(=O)n2CCCN2CCOCC2)c1C,-12,-3,-3,-14,-0.1,.,-2,3,0,.
NC(=O)C1CCN(C(=O)c2cc3n(n2)C(C(F)(F)F)CC(c2ccco2)N3)CC1 (configuration not stated),-1,0,7,3,-0.2,1,1,-7,6,0
CCOC(=O)Cn1c(=NC(=O)c2sc3ccccc3c2Cl)sc2cc(S(N)(=O)=O)ccc21,92*,-12,5,-3,1.6,11,5,-5,5,-2
CN(c1ccc(F)cc1)S(=O)(=O)c1ccc(Cl)c(C(=O)NCC2CCCO2)c1 (configuration not stated),2,2,-2,-10,1.2,-11,4,2,3,-9
O=C(O)CC(c1cccc2ccccc12)N1Cc2ccccc2C1=O (configuration not stated),-8,0,17,-14,-0.4,-8,2,-17,-2,2

# An unsorted share of the library; any-hit rate near 4.4%.
